# Screens (PubChem BioAssay)
# SIAH1 antagonists: Siah-1 peptide-binding antagonists, primary screen, biochemical, fluorescence polarization, rhodamine-plectin, uHTS (AID 1817); Siah-1 / rhodamine-plectin peptide fluorescence polarization; higher % means a stronger effect; 290,000 compounds, 0.02% hits; displacement, % at 20 µM, or IC50 in µM where a hit was titrated; E3 ubiquitin-protein ligase SIAH1 (Homo sapiens);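 active = displacement of at least 50% at 20 µM, with a fluorescence ratio check between 0.3 and a set limit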;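 also: plate controls were Siah plus tracer with DMSO for no effect and tracer alone without Siah for full effect; strong numbers were not always called active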
# Myeloid diff MLP: induction of myeloid progenitor differentiation, primary screen, cell-based, flow cytometry, MLPCN library; ER-HoxA9 myeloid progenitors, lysozyme-GFP differentiation; calls only at 10 µM; 360,000 compounds, 1% hits; AID 624256, 2012;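 active = normalized GFP-positive differentiation at or above the plate's own cutoff, the solvent-only control mean plus 3 SD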;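 also: cells exposed to compound for four days before flow analysis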
# HIV fusion peptide: inhibitors of HIV fusion peptide binding, primary screen, biochemical, uHTS, fluorescence dequenching (AID 1986); cell-free peptide binding, fluorescence dequenching, 30 min; higher % means a stronger effect; 290,000 compounds, 0.3% hits; one-dose inhibition, % at 20 µM; IC50 in µM for titrated hits; in the data active = inhibition mostly above about 52%, no sharp cut-off; inactive = mostly below about 76%; also: some results filed as inactive read as strong as hits
# NOD1 NF-kB reporter: NOD1 signaling inhibitors, primary screen, cell-based, luminescence, uHTS (AID 1578) | one-dose inhibition, % at 4 µM; EC50 in µM for titrated hits | NOD1-driven NF-kB luciferase reporter cells, luminescence; higher % means a stronger effect | 290,000 compounds, 1% hits; in the data active = inhibition mostly above about 36%, no sharp cut-off; inactive = mostly below about 34%;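 also: HEK-293T reporter cells stimulated with the NOD1 agonist gamma-tri-DAP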
# KOR beta-arrestin-1: KOR antagonists, beta-arrestin recruitment, cell-based, luminescence, uHTS (AID 1778) | inhibition, % at 10 µM, or IC50 in µM where a hit was titrated | KOR beta-arrestin recruitment, luminescence, antagonist mode; higher % means a stronger effect | 290,000 compounds, 0.091% hits; also: strong numbers were not always called active
# KOR beta-arrestin-2: KOR agonists, beta-arrestin recruitment, primary screen, cell-based, luminescence, uHTS (AID 1777) | Kappa-type opioid receptor (Homo sapiens) | KOR beta-arrestin recruitment, luminescence; higher % means a stronger effect | activation, % at 10 µM, or EC50 in µM where a hit was titrated | 280,000 compounds, 0.02% hits; in the data active = activation above about 50%, passing the limit was not always enough; also: a part of the inactive calls stands beside numbers as strong as those of hits
# PhoP inhibition: inhibitors of PhoP regulon expression, primary screen, Salmonella Typhimurium, GFP reporter (AID 1863); S. Typhimurium PhoP-regulated promoter GFP reporter, 4 h; higher % means a stronger effect; inhibition, % at 50 µM; hits with a dose series show IC50 in µM; 300,000 compounds, 0.16% hits;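 active = inhibition over 29.93%, a cutoff 3 SD above the screen mean, later confirmed by dose response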;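 also: 0% = low Mg2+ inducing control and 100% = high Mg2+ repressing control; strong numbers were not always called active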
# HEK293 NOD2/NF-kB: NOD2 signaling inhibitors, cell-based, luminescence, uHTS, HEK293 (AID 1566); HEK293 NOD2/NF-kB luciferase reporter, luminescence; higher % means a stronger effect; inhibition, % at 4 µM, or EC50 in µM where a hit was titrated; 290,000 compounds, 0.63% hits; also: many of its hits are not listed in these tables
# LYP inhibition: inhibitors of LYP phosphatase, biochemical, fluorescence intensity, uHTS (AID 1779); Tyrosine-protein phosphatase non-receptor type 22 (Homo sapiens); one-dose inhibition, % at 11.5 µM; IC50 in µM for titrated hits; recombinant LYP phosphatase, fluorescence intensity; higher % means a stronger effect; 290,000 compounds, 0.054% hits;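 also: plate controls were vehicle with enzyme for no effect and no enzyme for full effect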
# Myeloid diff MLP GFP+ MAC1+ %: also measured in Myeloid diff MLP; calls as there; GFP+ MAC1+ double positive, %; measured here: differentiation confirmed by MAC1 staining
# * = called active by the depositor; i = inactive; . = no result given; [ ] = another dose, or the depositor's remark. Rule as the data show it, unless noted: active = inhibition above about 50%; inactive = the rest. This is a subset. The share of hits here may be higher or lower than overall.
SMILES,SIAH1 antagonists,Myeloid diff MLP,Myeloid diff MLP GFP+ MAC1+ %,HIV fusion peptide,NOD1 NF-kB reporter,KOR beta-arrestin-1,KOR beta-arrestin-2,PhoP inhibition,HEK293 NOD2/NF-kB,LYP inhibition
N#Cc1cccc(NC(=O)Cn2cnc(S(=O)(=O)N3CCCCC3)c2)c1,2%,i,1.0,2.2%,-9%,-12%,-5.2%,-2%,16%,-13%
CSc1nc2ccc(S(=O)(=O)N(C)C)cc2s1,2%,i,2.5,2.4%,-44%,20%,5.0%,-4%,-12%,2%
C=C(C)C(=O)Nc1cccc(C2=NOC3(C2)C[C@@H](C(N)=O)N(C(=O)[C@H]2CCC(=O)N2)C3)c1 (stereo partly drawn),14%,i,1.1,0.6%,-1%,1%,2.2%,-6%,-26%,-8%
CCCCC(=O)NC(c1ccco1)c1c(O)ccc2ccccc12 (stereo not drawn),2%,i,0.6,-0.2%,8%,-17%,7.1%,6%,-2%,-2%
Cc1ccc(OCC(=O)N/N=C/C=C/c2ccco2)cc1,2%,i,0.6,0.8%,-2%,5%,1.1%,-8%,10%,-1%
COc1cc2c(cc1OC)CN(C(=S)Nc1c(C)cccc1C)CC2,5%,i,0.3,-0.2%,-22%,-1%,-0.7%,-27%,-9%,-2%
Cc1ccc(C(=O)NCC(c2ccc(F)cc2)N2CCOCC2)cc1 (stereo not drawn),-4%,i,0.6,-1.6%,-1%,-16%,-2.3%,-1%,-12%,-2%
CSc1ccccc1-c1nnc(-c2ccc(C)cc2)o1,2%,i,0.3,3.7%,-59%,-8%,1.0%,-8%,-102%,2%
CC(C)(C)n1nc2c(c1NC(=O)c1cc(Cl)ccc1[N+](=O)[O-])CS(=O)(=O)C2,-2%,i,1.4,-2.3%,20%,-28%,3.0%,3%,-18%,-9%
CCCNC(=O)Cn1c(-c2ccc(F)cc2)cc(C(=O)OCC)c1C,-3%,i,0.3,-2.6%,7%,2%,-3.1%,-5%,-6%,-6%
COc1cccc(-c2nc(N3CC(C)CC(C)C3)c3ccccc3n2)c1O (stereo not drawn),2%,i,0.6,0.7%,-9%,-10%,-3.5%,-13%,-2%,-1%
O=C(Nc1ccccc1)C12CC3CC(C1)CC(n1cnc([N+](=O)[O-])n1)(C3)C2,0%,i,2.0,-1.4%,2%,1%,1.8%,-2%,-2%,-3%
NC(=O)CSc1nnc(NC(=O)c2ccc(Br)o2)s1,21%,i,5.2,30%,-15%,-11%,-3.3%,-4%,5%,-5%
COc1ccccc1N1CCN(C(=O)/C=C/c2ccc3c(c2)OCO3)CC1,11%,i,4.3,-1.9%,-26%,-14%,4.4%,-1%,3%,3%
CC1CCc2cc(F)cc3c(O)c(C(=O)NCCN(C)C)c(=O)n1c23 (stereo not drawn),-6%,i,0.4,0.0%,-6%,14%,-0.2%,2%,22%,-10%
Cc1cccc(-n2c(O)c(C=Nc3ccc4c(c3)OCO4)c3ccccc3c2=O)n1,5%,i,3.2,0.0%,-4%,6%,-7.6%,-3%,11%,-2%
Cc1sc2ncnc(OCC(=O)NC(C)C(C)C)c2c1C (stereo not drawn),-2%,i,0.2,-1.3%,-27%,-26%,-0.5%,-9%,2%,0%
CN1CCN(C(c2ccc(C(F)(F)F)cc2)c2ccc3cccnc3c2O)CC1 (stereo not drawn),-7%,.,.,5.8%,24%,15%,-2.1%,1%,37%,-8%
O=C(O)COc1ccc2c3c(c(=O)oc2c1)CCC3,1%,.,.,0.8%,1%,-4%,-1.3%,2%,19%,-6%
O=C(C1CCCCC1)N1CCN(c2ccnc3cc(Cl)ccc23)CC1,-2%,i,1.2,0.0%,15%,6%,4.7%,-6%,16%,-6%
CC1CCN(c2ccc3nnc(CCC(=O)NCC(C)c4ccccc4)n3n2)CC1 (stereo not drawn),2%,i,3.1,-0.9%,-18%,-25%,-2.3%,-5%,14%,-4%
COc1ccc2c(C)c(CCC(=O)NCCCN3CCCC3=O)c(=O)oc2c1C,11%,i,2.3,-1.0%,-16%,-27%[20 µM],-3.1%,-13%,3%,-17%
CCN(CC)C(=O)CN(c1cc2c(cc1OC)oc1ccccc12)S(=O)(=O)c1ccccc1,-5%,i,1.1,-0.6%,-2%,22%,4.4%,-7%,-9%,-4%
Cc1cccc(C)c1NC(=O)CNC(=O)c1ccccc1,-5%,i,0.8,-2.2%,18%,-33%,4.0%,5%,-14%,-12%
CCCC(=O)Nc1nc2ccc(S(N)(=O)=O)cc2s1,2%,i,1.5,0.5%,-17%,6%,-3.9%,5%,-1%,-5%
# (listing goes on)
SMILES,SIAH1 antagonists,Myeloid diff MLP,Myeloid diff MLP GFP+ MAC1+ %,HIV fusion peptide,NOD1 NF-kB reporter,KOR beta-arrestin-1,KOR beta-arrestin-2,PhoP inhibition,HEK293 NOD2/NF-kB,LYP inhibition
CCOc1cc(NC(=S)NCCc2ccccc2)c(OCC)cc1NC(C)=O,-4%,i,0.6,-2.3%,-24%,-13%[20 µM],.,-7%,-2%,-4%
CCNC(=O)NNC(=O)C1CC(c2cccs2)=NO1 (stereo not drawn),1%,i,0.4,1.6%,-20%,-38%[20 µM],-6.8%,0%,8%,-9%
S=C(Nc1ccccc1)Nc1nc2ccccc2n1CCOc1ccc(Cl)cc1,-4%,i,0.2,-1.6%,-26%,5%,6.6%,35%,-19%,14%
COc1ccc(CNC(=O)c2c(O)c3ccccc3n(C)c2=O)cc1,3%,i,0.6,4.1%,6%,-20%[20 µM],-0.3%,-1%,16%,-2%
COc1ccc(NC(=O)C2COc3ccccc3O2)cc1 (stereo not drawn),-2%,i,0.3,0.6%,-24%,-15%,4.2%,-4%,-32%,-4%
COc1cccc(NC(=O)CN(C)C(C)C(=O)Nc2ccc(S(=O)(=O)N3CCCC3)cc2)c1 (stereo not drawn),3%,i,0.3,-0.2%,-32%,-24%,1.7%,-5%,4%,-4%
Cc1ccc(Cn2ccc(=O)c(OCc3c(Cl)cccc3Cl)c2C)cc1,1%,i,0.8,2.8%,44%,-3%,-2.8%,-7%,17%,2%
O=C(CSC1CCCCC1)Nc1ccccc1Br,8%,i,0.4,2.3%,-28%,1%,-0.4%,30%,-10%,-6%
COCCNC(=O)CSc1nc2cc(OC)c(OC)cc2c(=O)n1CCc1ccc(S(N)(=O)=O)cc1,5%,i,0.7,-0.4%,-17%,-20%,-2.0%,0%,7%,-3%
CC12CCC(C(=O)Nc3ncc([N+](=O)[O-])s3)(OC1=O)C2(C)C (stereo not drawn),3%,i,8.8,0.3%,8%,-16%,2.7%,-3%,14%,0%
NC(=O)C1CCN(C(=O)/C=C/c2ccccc2[N+](=O)[O-])CC1,0%,i,0.8,0.9%,-7%,14%,1.1%,-6%,4%,1%
CC(=O)C1=C(O)C(=O)N(c2ccccn2)C1c1ccc(Cl)cc1 (stereo not drawn),-1%,i,0.8,1.0%,4%,9%,-0.1%,0%,9%,-5%
CC1CC(C)(C)NC(=S)N1CCC(=O)N1CCN(Cc2ccccc2)CC1 (stereo not drawn),-3%,.,.,-1.2%,-24%,-17%,0.0%,-3%,-22%,-3%
O=C(NC1CCCCC1)C(c1cccnc1)N(CCc1ccccc1)C(=O)Cc1cccs1 (stereo not drawn),0%,i,1.0,2.9%,-11%,1%,-4.5%,6%,5%,0%
CCOC(=O)N1CCC(Nc2cc(C)nc3c(-c4ccccc4OC)c(C)nn23)CC1,5%,i,2.1,-2.3%,-14%,23%,-1.4%,10%,11%,2%
Cc1cc(C)c(C(=O)Nn2c(C)nc3ccccc3c2=O)cc1C,3%,i,0.7,-1.2%,-9%,27%,-2.4%,0%,-2%,-7%
C/[N+]([O-])=C\c1coc2ccccc2c1=O,1%,i,0.6,3.5%,-3%,-44%,6.1%,7%,20%,-7%
COCC(=O)NC1CC(C)(C)Cc2c1cnn2-c1ccc(F)cc1 (stereo not drawn),-4%,i,0.9,2.8%,25%,-15%,5.2%,-6%,3%,-2%
CC(C)(C)NC(=O)CN(C(=O)C(=O)Nc1ccc2c(c1)OCCO2)N1CCOCC1,0%,.,.,-1.4%,7%,-7%,-2.7%,9%,-17%,-8%
O=c1c2cn[nH]c2[nH]c(=S)n1-c1cccc(Cl)c1,4%,i,1.2,-0.9%,-20%,40%,-2.2%,-8%,11%,1%
Cn1c2c(c(=O)n(C)c1=O)C(NC(=O)C(C)(C)C)(C(F)(F)F)C(=O)N2 (stereo not drawn),-1%,i,0.4,-0.9%,7%,-27%,-2.6%,5%,1%,-9%
CN(C)CCCOC(=O)c1ccccc1Cl,-2%,i,0.9,-2.2%,8%,-7%,-1.1%,7%,3%,-5%
O=C(NC1CCN(Cc2ccccc2)CC1)c1ccc2c(c1)[nH]c(=O)n2Cc1ccc(F)cc1,-3%,i,0.5,-1.2%,42%,-15%[20 µM],.,0%,32%,-4%
Cc1cc(Oc2nc3ccccn3c(=O)c2/C=C(\C#N)C(=O)NC2CCS(=O)(=O)C2)ccc1Cl (stereo not drawn),2%,i,3.8,0.7%,-38%,-19%,1.5%,-2%,-17%,-3%
COc1ccc2cc3cc(C(=O)NCc4ccco4)oc3nc2c1,-2%,i,0.6,0.9%,-42%,-25%,2.5%,2%,-20%,-26%

# Some of these compounds in order of their number in HIV fusion peptide, rising.
Compound,HIV fusion peptide
O=C(Nc1ccccc1)C12CC3CC(C1)CC(n1cnc([N+](=O)[O-])n1)(C3)C2,-1.4%
Cc1sc2ncnc(OCC(=O)NC(C)C(C)C)c2c1C (stereo not drawn),-1.3%
COc1ccc2c(C)c(CCC(=O)NCCCN3CCCC3=O)c(=O)oc2c1C,-1.0%
NC(=O)CSc1nnc(NC(=O)c2ccc(Br)o2)s1,30%

# The list goes on.
SMILES,SIAH1 antagonists,Myeloid diff MLP,Myeloid diff MLP GFP+ MAC1+ %,HIV fusion peptide,NOD1 NF-kB reporter,KOR beta-arrestin-1,KOR beta-arrestin-2,PhoP inhibition,HEK293 NOD2/NF-kB,LYP inhibition
CS(=O)(=O)c1ccccc1-c1nc(-c2cccc(Cl)c2)no1,10%,i,0.6,-2.3%,-20%,18%,-13%,-4%,8%,29%
Cc1ccc2c(c1)nnn2C1CCN(C(=O)c2cccs2)CC1,4%,i,1.1,22%,9%,-6%,-4.2%,1%,3%,-3%
Cn1c(=O)c2c(nc(SCC(=O)c3ccc(F)cc3)n2C)n(C)c1=O,3%,i,1.0,2.3%,-18%,-22%[20 µM],.,1%,10%,-1%
Cc1c(C)c(C)c2[nH]c(-c3ccc4c(c3)OCO4)nc2c1C,4%,i,0.1,-1.7%,1%,12%,-6.3%,9%,-10%,-9%
O=c1cc(O)c2c(=O)n(Cc3ccccc3)c3ccccc3c2o1,10%,i,0.6,9.6%,-24%,-43%,4.0%,-3%,2%,0%
COc1ccc(CCNc2nc(-c3ccc(NC(C)=O)cc3)cs2)cc1OC,-1%,i,0.3,-1.7%,15%,4%,-3.5%,0%,17%,-7%
